p53 reactivation: re-activators of mutant p53; Potency, µM (highest dose often 92.2 µM), for the others: top-dose activity change, positive = activation, actives largely listed as activators; H1299 p53-A138V BP100-luciferase reporter, luminescence, 24 h; hit rate 0.063% among 320,000; also: potency is read from the fitted curve at half-maximal effect; % of control where 0% means no effect; nearly all actives have a fitted effect of over 45% in size
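H1299 (p53-null), stable ts p53-A138V + BP100-Luc; 1000 cells/well, Opti-MEM/10% FBS; cpd 4 pt, 1:5; 24 h, 37 deg C, 5% CO2; detection reagent 10 min RT; luminescence.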
TCR act: activates T cell receptor signaling. primary human leukocytes, anti-CD3, IL-2 HTRF, 48 h. Potency, µM (titrated, usually from 9.22 µM), for the others: at the highest dose activation of IL-2 secretion, hits mostly activators. 330,000 tested, under 10 active. AID 504894; also: % of control where 0% means no effect
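48 hr co-incubation of compounds, a-CD3 beads and primary human leukocytes; IL-2 quantified homogeneously by HTRF with anti-IL-2 K and d2 conjugates.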
PTAP TSG101 blk: blocks PTAP/TSG101 interaction to inhibit HIV-1 budding. Fluorescence polarization, FITC-PTAP peptide / Tsg101 binding. 340,000 tested, under 10 active. Potency, µM (top dose mostly 115 µM), inactives show at the highest dose activity change, negative = inhibition, hits mostly inhibitors. Q99816. AID 493005; active = well fitted inhibition curve with a large enough effect in the main read-out, with a control signal flat, not every such curve was filed as active; inconclusive = small, poorly fitted or top-dose-only effect, or effect the other way, or a change in a side signal; inactive = no such curve, though single readings can be large or run the other way; also: potency is read from the fitted curve at half-maximal effect; % of control where 0% means no effect
Target sequence (Q99816 whole entry, looked up): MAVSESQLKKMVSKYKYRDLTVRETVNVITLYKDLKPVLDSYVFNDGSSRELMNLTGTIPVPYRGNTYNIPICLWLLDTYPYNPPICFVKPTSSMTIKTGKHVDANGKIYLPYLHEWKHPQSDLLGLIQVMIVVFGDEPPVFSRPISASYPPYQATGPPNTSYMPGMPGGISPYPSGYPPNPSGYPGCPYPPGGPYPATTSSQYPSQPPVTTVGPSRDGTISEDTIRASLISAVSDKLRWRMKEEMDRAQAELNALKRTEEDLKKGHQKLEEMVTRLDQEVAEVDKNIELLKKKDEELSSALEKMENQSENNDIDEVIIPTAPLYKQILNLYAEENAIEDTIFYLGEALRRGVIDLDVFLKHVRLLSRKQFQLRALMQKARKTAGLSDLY
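Compounds were pin-transferred onto Tsg101 binding domain (10 uM final) in HEPES pH 7.5 buffer, then FITC-PTAP peptide was added at 50 nM final. After 20 min at RT, polarization reported peptide displacement across a qHTS concentration series.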
Integrin act MD: activates integrin-mediated alleviation for muscular dystrophy. alpha7betagal myoblasts, beta-gal FDG fluorescence, 48 h. Potency, µM (titrated, usually from 38.3 µM), inactives show at the highest dose activation, usual class: activators. hit rate 0.064% among 350,000. AID 624291;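 also: potency is read from the fitted curve at half-maximal effect; 100% = response of the positive control SU9516; nearly all actives have a fitted effect of over 60% in size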
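alpha7betagal+/- myoblasts (passage 13, 250/well) treated 48 h at 37C with compounds at 1:260 dilution of DMSO stock. Lysed, then beta-galactosidase activity read as FDG fluorescence (ex 480/em 540) after 30 min, with pre-read for autofluorescence.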
AT treatment: potential ataxia-telangiectasia treatments restoring KAP-1 phosphorylation; […] A-T fibroblasts, KAP-1 phosphorylation AlphaLISA; neocarzinostatin DNA damage 30 min before lysis; Potency, µM (highest dose often 57.5 µM), for inactives: top-dose activation, most hits filed as activators; hit rate 0.19% among 320,000; also: potency is read from the fitted curve at half-maximal effect; % of control where 0% means no effect; nearly all actives have a fitted effect of over 45% in size
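ATM-like activity read as KAP-1 phosphorylation via AlphaLISA donor/acceptor antibody pairs after lysis and 6 hr at 25C. Cells were ATM-null patient fibroblasts ([…], hTERT), dosed 60 min, then exposed to the DSB inducer NCS for 30 min.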
CXXC DNA block: blocks binding of human MLL CXXC domain to DNA; hit rate 0.037% among 290,000; Potency, µM (top dose mostly 115 µM), without a hit: top-dose activity change, negative = inhibition, actives largely listed as inhibitors; Q03164; MLL-CXXC / FITC-HOXA9 DNA fluorescence polarization; active = well fitted inhibition curve with a large enough effect in the polarisation, with a control signal flat, not every such curve was filed as active; inconclusive = small, poorly fitted or top-dose-only effect, or effect the other way, or a change in a side signal; inactive = no such curve, though single readings can be large or run the other way; the % refers to the polarisation; also: potency is read from the fitted curve at half-maximal effect
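Purified MLL-CXXC (added from a 7 uM solution) was preincubated 5 min at ambient with pinned compounds in 50 mM Tris-HCl pH 7.5, 50 mM NaCl, 1 mM DTT, 0.05% BSA. Fluorescein-labeled HOX-A9 DNA (50 nM solution) followed, 30 min, then polarization read.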
BRCA1 expr up: BRCA1 expression activation | MCF7-BRCA1-FFLuc reporter, luminescence, 48 h; response scale: scaled: vehicle 0%, 10 µM genistein 100% | Potency, µM (titrated, usually from 46.1 µM), for the others: at the top dose activation, actives largely listed as activators | hit rate 1.1% among 380,000 | AID 624202; also: potency is read from the fitted curve at half-maximal effect; nearly all actives have a fitted effect of over 80% in size; some results filed as inactive show a strong effect at the top dose
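Luminescence from a BRCA1-driven firefly luciferase in MCF7 cells was the read-out, taken 15 min after substrate addition following 48 h compound exposure at 37 °C. Data were normalized to a 10 microM genistein control and DMSO vehicle.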
B2AR arrestin: recruits beta-arrestin to the human beta2-adrenergic receptor; beta-arrestin recruitment to beta2AR, cell-based reporter; hit rate 0.02% among 330,000; AID 492947; Potency, µM (top dose mostly 46.1 µM), without a hit: top-dose activation, actives largely listed as activators;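 also: potency is read from the fitted curve at half-maximal effect; 0% = DMSO controls and full agonism = EC100 isoproterenol or metaproterenol; nearly all actives have a fitted effect of over 65% in size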
Target sequence (P07550 whole entry, looked up): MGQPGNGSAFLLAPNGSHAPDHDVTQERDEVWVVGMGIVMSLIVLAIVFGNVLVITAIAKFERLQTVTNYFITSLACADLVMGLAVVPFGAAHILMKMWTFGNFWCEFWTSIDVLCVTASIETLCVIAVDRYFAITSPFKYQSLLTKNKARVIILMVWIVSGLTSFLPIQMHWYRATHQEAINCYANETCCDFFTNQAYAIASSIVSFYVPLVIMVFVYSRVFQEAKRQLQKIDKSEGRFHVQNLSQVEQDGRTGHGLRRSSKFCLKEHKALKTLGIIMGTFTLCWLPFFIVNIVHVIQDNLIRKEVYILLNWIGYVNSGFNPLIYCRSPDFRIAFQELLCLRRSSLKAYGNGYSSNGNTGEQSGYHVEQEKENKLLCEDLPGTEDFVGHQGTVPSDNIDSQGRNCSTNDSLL
TRPV1 agonist: agonists of human vanilloid receptor 1 (TRPV1) | hit rate 0.19% among 320,000 | activation, % at 8.33 µM | Q8NER1 | TRPV1-expressing cells, Fluo-8 calcium influx, agonist mode; in the data active = activation above about 80%; inconclusive = between about 30% and that limit; also: 0% is about no effect
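Fluo-8 calcium influx in TRPV1-expressing cells, kinetic read (ex 480/em 520 nm). Compound added and read 3 min for agonist activity, followed by capsaicin at EC20 final and 2 min further read for enhancement.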
ELG1 DNA repair: inhibitors of ELG1-dependent DNA repair in HEK293T cells. HEK293T ELG1-luciferase reporter, luminescence, 16 h; DNA damage induced by 5-fluorouridine. Potency, µM (series often up to 46.1 µM), for the others: at the highest dose activity change, negative = inhibition, hits mostly inhibitors. hit rate 2.3% among 330,000; also: potency is read from the fitted curve at half-maximal effect; % is scaled to controls: 0 for no effect and ±100 for the full control effect; nearly all actives have a fitted effect of over 55% in size
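HEK293T cells expressing luciferase-tagged ELG1 (2,000/well) received 5-Fluorouridine plus compound or DMSO for 16 hr at 37 °C. Luciferase was read by ONE-Glo luminescence after 30 min at room temperature.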
* = called active by the depositor; [ ] = another dose, or the depositor's remark. Unless noted, calls follow the shape of the dose curve; as a rule, active = well fitted curve in the direction sought with a large enough effect; inconclusive = small, poorly fitted or top-dose-only effect, or another doubt; inactive = no such curve, though single readings can be large; an effect the other way counts as inactive or inconclusive.

What do the screens show for `COc1c(-c2ccc(O)cc2)oc2cc(O)cc(O)c2c1=O`?
p53 reactivation: 15%; TCR act: 2%; PTAP TSG101 blk: 1%; Integrin act MD: -36%; AT treatment: -8%; CXXC DNA block: -1%; BRCA1 expr up: -36%; B2AR arrestin: 0.0%; TRPV1 agonist: -4; ELG1 DNA repair: inconclusive

What do the screens show for `COc1ccc(C2=CSC3=NCCN23)cc1`?
p53 reactivation: 6%; TCR act: -5%; PTAP TSG101 blk: -2%; Integrin act MD: -9%; AT treatment: -23%; CXXC DNA block: inconclusive; BRCA1 expr up: -8%; B2AR arrestin: -0.9%; TRPV1 agonist: -5; ELG1 DNA repair: -2%

How did O=C(COC(=O)CC1CCCC1)Nc1cccc(F)c1 do in these assays?
p53 reactivation: 14%; TCR act: -7%; PTAP TSG101 blk: -3%; Integrin act MD: 4%; AT treatment: 3%; BRCA1 expr up: 0%; B2AR arrestin: 0.0%; TRPV1 agonist: inconclusive; ELG1 DNA repair: 6%

How did O=S(=O)(Cc1ccccc1)CS(=O)(=O)Cc1ccccc1 do in these assays?
TCR act: -3%; PTAP TSG101 blk: -2%; Integrin act MD: 22%; BRCA1 expr up: -2%

Results for CC1C(=O)CC(c2ccco2)NC1c1ccco1 (centres undefined) ?
p53 reactivation: 12%; AT treatment: -7%; CXXC DNA block: inconclusive; B2AR arrestin: -2.2%; TRPV1 agonist: 2; ELG1 DNA repair: inconclusive

How did O=C(Nc1ccc(S(=O)(=O)NCC2CCCO2)cc1)c1ccccc1 (centres undefined) do in these assays?
p53 reactivation: 1%; TCR act: 1%; PTAP TSG101 blk: -1%; Integrin act MD: 9%; AT treatment: 6%; CXXC DNA block: 17%; BRCA1 expr up: -19%; B2AR arrestin: -0.7%; TRPV1 agonist: -3; ELG1 DNA repair: -8%

What do the screens show for `Cc1ccccc1NC(=O)Cc1nc(COC(=O)c2cccnc2Cl)cs1`?
p53 reactivation: -2%; TCR act: 6%; PTAP TSG101 blk: -4%; Integrin act MD: -5%; AT treatment: 5%; BRCA1 expr up: 18%; B2AR arrestin: -0.3%; TRPV1 agonist: -2; ELG1 DNA repair: -13%

What do the screens show for `CS(=O)(=O)N1CCC(C(=O)NCc2ccc3c(c2)OCO3)CC1`?
p53 reactivation: 0%; TCR act: -2%; PTAP TSG101 blk: 0%; Integrin act MD: -21%; AT treatment: -3%; CXXC DNA block: -5%; BRCA1 expr up: -20%; B2AR arrestin: -0.8%; TRPV1 agonist: 0; ELG1 DNA repair: -4%

What do the screens show for `Cc1ccc2oc(=O)c3cc(C(=O)N4CCN(C(=O)c5ccco5)CC4)sc3c2c1`?
p53 reactivation: 1%; AT treatment: 2%; CXXC DNA block: -13%; B2AR arrestin: -0.3%; TRPV1 agonist: 0; ELG1 DNA repair: -5%

What do the screens show for `COc1cc(OC)c2ccc(=O)oc2c1C(CCN1CCCC1)c1ccc2c(c1)OCO2` (centres undefined)?
p53 reactivation: -3%; TCR act: -1%; PTAP TSG101 blk: 1%; Integrin act MD: 14%; AT treatment: -19%; CXXC DNA block: 19%; BRCA1 expr up: 7%; B2AR arrestin: -0.2%; TRPV1 agonist: -1; ELG1 DNA repair: 7%

Results for CCOC(=O)C1CCN(CC(O)COCc2ccc3c(c2)OCO3)CC1 (centres undefined) ?
p53 reactivation: 1%; TCR act: 1%; PTAP TSG101 blk: -3%; Integrin act MD: 4%; AT treatment: -3%; CXXC DNA block: -5%; BRCA1 expr up: -7%; B2AR arrestin: -0.1%; TRPV1 agonist: 4; ELG1 DNA repair: -4%

What do the screens show for `CC(C)(C)N(Cc1ccccc1)C(=O)c1ccc(Br)o1`?
p53 reactivation: 8%; TCR act: 1%; PTAP TSG101 blk: 0%; Integrin act MD: 15%; AT treatment: 0%; CXXC DNA block: -4%; BRCA1 expr up: -17%; B2AR arrestin: -0.4%; TRPV1 agonist: 13; ELG1 DNA repair: inconclusive

Results for COc1ccc(C(=O)N2CCN(S(=O)(=O)c3ccc(F)cc3)CC2)cc1OC ?
p53 reactivation: 2%; TCR act: -3%; PTAP TSG101 blk: -2%; Integrin act MD: -3%; AT treatment: -5%; CXXC DNA block: 22%; BRCA1 expr up: 26%; B2AR arrestin: 0.0%; TRPV1 agonist: 0; ELG1 DNA repair: 7%

Results for Cc1cc2ccccc2c(=O)n1CC(=O)NCC(=O)N1CCCC1 ?
p53 reactivation: -6%; TCR act: 7%; PTAP TSG101 blk: -1%; Integrin act MD: 25%; AT treatment: 5%; CXXC DNA block: -2%; BRCA1 expr up: -7%; B2AR arrestin: 0.0%; TRPV1 agonist: -1; ELG1 DNA repair: -4%

Results for Nc1nc(Nc2ccccc2)nc(NCCO)c1[N+](=O)[O-] ?
p53 reactivation: -4%; TCR act: -2%; PTAP TSG101 blk: -9%; Integrin act MD: 28%; AT treatment: -1%; CXXC DNA block: 0%; BRCA1 expr up: -63%; B2AR arrestin: -0.6%; TRPV1 agonist: 3; ELG1 DNA repair: 30%

2 records picked at random from the list so far, as already listed:
What do the screens show for `COc1ccc(C2=CSC3=NCCN23)cc1`?
p53 reactivation: 6%; TCR act: -5%; PTAP TSG101 blk: -2%; Integrin act MD: -9%; AT treatment: -23%; CXXC DNA block: inconclusive; BRCA1 expr up: -8%; B2AR arrestin: -0.9%; TRPV1 agonist: -5; ELG1 DNA repair: -2%

Results for Nc1nc(Nc2ccccc2)nc(NCCO)c1[N+](=O)[O-] ?
p53 reactivation: -4%; TCR act: -2%; PTAP TSG101 blk: -9%; Integrin act MD: 28%; AT treatment: -1%; CXXC DNA block: 0%; BRCA1 expr up: -63%; B2AR arrestin: -0.6%; TRPV1 agonist: 3; ELG1 DNA repair: 30%

New compounds follow
What do the screens show for `O=C(N/N=C/C=C/c1ccco1)c1ccccc1Cl`?
p53 reactivation: 26%; TCR act: 4%; PTAP TSG101 blk: -3%; Integrin act MD: -11%; AT treatment: 3%; CXXC DNA block: 9%; BRCA1 expr up: -1%; B2AR arrestin: -0.1%; TRPV1 agonist: -3; ELG1 DNA repair: inconclusive

What do the screens show for `CC(=O)N1c2ccc(S(=O)(=O)NCCC(=O)Nc3ccc(C)c(F)c3)cc2CC1C` (centres undefined)?
p53 reactivation: 0%; TCR act: -2%; PTAP TSG101 blk: 1%; Integrin act MD: -2%; AT treatment: 4%; CXXC DNA block: 1%; BRCA1 expr up: 1%; B2AR arrestin: 0.0%; TRPV1 agonist: 2; ELG1 DNA repair: -1%

Results for O=C(CNC(=O)C12CC3CC(CC(C3)C1)C2)N1CCN(S(=O)(=O)c2cccs2)CC1 ?
p53 reactivation: -10%; TCR act: 1%[46.1 µM]; PTAP TSG101 blk: -4%; Integrin act MD: -16%; AT treatment: 5%; CXXC DNA block: 1%; BRCA1 expr up: -22%; B2AR arrestin: -0.3%; TRPV1 agonist: 1; ELG1 DNA repair: inconclusive

Results for Cc1cc(C)cc(N(CC(=O)N2CCC(C)CC2)S(C)(=O)=O)c1 ?
p53 reactivation: 2%; TCR act: 1%; PTAP TSG101 blk: -2%; Integrin act MD: 0%; AT treatment: 2%; CXXC DNA block: -6%; BRCA1 expr up: -24%; B2AR arrestin: 0.1%; TRPV1 agonist: 2; ELG1 DNA repair: -2%

Results for CC(CNC(=O)CCS(=O)(=O)c1cc2c(cc1Cl)NC(=O)CO2)c1ccccc1 (centres undefined) ?
TCR act: 3%; PTAP TSG101 blk: -6%; Integrin act MD: 14%; BRCA1 expr up: -10%; B2AR arrestin: -1.7%; TRPV1 agonist: 9; ELG1 DNA repair: -5%

How did O=C(CNC(=O)c1ccc(Cl)cc1Cl)OCCCn1c(=O)[nH]c2ccccc21 do in these assays?
p53 reactivation: 5%; TCR act: 1%; PTAP TSG101 blk: -5%; Integrin act MD: 18%; AT treatment: -1%; BRCA1 expr up: 0%; B2AR arrestin: -0.3%; TRPV1 agonist: -12; ELG1 DNA repair: -4%

Results for O=C1NN(c2ccccc2)C(=O)/C1=C/c1ccc(-c2cccc(C(=O)O)c2)o1 ?
p53 reactivation: 10%; TCR act: -1%; PTAP TSG101 blk: -9%; Integrin act MD: 16%; AT treatment: -9%; CXXC DNA block: 20µM*; BRCA1 expr up: inconclusive; B2AR arrestin: 0.3%; TRPV1 agonist: 0; ELG1 DNA repair: inconclusive

Results for CN(CC(=O)NCCCN1CCOCC1)S(=O)(=O)c1ccc(Br)cc1 ?
p53 reactivation: 6%; TCR act: 1%; PTAP TSG101 blk: -3%; Integrin act MD: -7%; CXXC DNA block: 9%; BRCA1 expr up: 0%; B2AR arrestin: 0.0%; TRPV1 agonist: 0; ELG1 DNA repair: 1%

What do the screens show for `CCOC(=O)c1ccccc1NC1CC(=O)N(c2ccccc2C)C1=O` (centres undefined)?
p53 reactivation: 7%; TCR act: 0%; PTAP TSG101 blk: -6%; Integrin act MD: -6%; AT treatment: 14%; CXXC DNA block: 1%; BRCA1 expr up: -8%; B2AR arrestin: 0.4%; TRPV1 agonist: 7; ELG1 DNA repair: 2%

Assay outcomes from PubChem.
